HTR2A ag: activates the mouse 5-HT2A serotonin receptor. P35363. AID 624169. 0.66% of 360,000 active. activation, % at 7.6 µM. CHO-K1 mHTR2A beta-arrestin complementation, luminescence; percent of 30 µM serotonin response;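 active means activation above a run cutoff, the mean activation of all tested compounds plus 3 SD, cut at about 14% in these data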;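 further: 0% = plate median of compound wells and 100% = 30 µM serotonin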
Glyco luc inh: N-linked glycosylation inhibition. D54 ERlucT glycosylation luciferase reporter, 24 h; percent of 100 nM tunicamycin response. reporter increase, % at 12.5 µM. 0.23% of 360,000 active. AID 588692;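 active means mean luciferase reporter signal, scaled so untreated is 0 and the glycosylation-blocking control 100, at or above a set limit in every replicate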;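 further: luciferase carries N-glycosylation sites so blocking glycosylation raises the light; 0% = median of neutral control wells and 100% = median of 100 nM tunicamycin wells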
ABHD5 PLIN5 PPI: blocks binding of human ABHD5 to perilipin-5. Q00G26+Q8WTS1. Split G. princeps luciferase complementation, luminescence, 4 h. inhibition, % at 4 µM. 0.78% of 360,000 active;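 active means inhibition above the mean inhibition across every tested compound plus 3 SD, cut at about 22% in these data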;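 further: 0% = DMSO only wells and the 100% control is not disclosed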
Cardio protect: myocardial damage modulation in H9c2 cells; H9c2 cardiomyocytes, H2O2 injury protection, ATPLite, 2 h; protection from H2O2 cell death, % at 20 µM; 0.63% of 360,000 active; AID 588492;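 active means compounds giving at least 50% protection of heart cells from peroxide-induced death in the single-dose screen, raw or plate-pattern-corrected value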;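 further: 0% = DMSO wells with peroxide and 100% = DMSO wells without peroxide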
aDG glyco up: alpha-DG glycosylation activation. Pro5-aDG cells, alpha-DG glycosylation AlphaScreen (IIH6); 0% Pro5, 100% B10-LARGE cell signal. activation, % at 10 µM. 0.22% of 360,000 active. AID 624168;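 active means activation of at least 8% versus controls, or a plate z-score of at least 8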;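 further: Pro5 are CHO cells carrying HIG-tagged alpha-DG that lacks glycosylation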
ABCB6 inh MLPCN: human ABCB6 transporter inhibition. AID 602162. Q9NP58. 0.19% of 360,000 active. fluorescence ratio to DMSO, % at 10 µM. K562-ABCB6 porphyrin accumulation, flow cytometry, 1 h; active compounds read low;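 active means fluorescence ratio to DMSO below 75%, the collection mean minus 3 SD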;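 further: signal is porphyrin accumulated inside mitochondria; 100% equals median channel fluorescence of DMSO control wells; lower ratio means ABCB6 inhibition with less porphyrin fluorescence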
Target sequence (Q9NP58 whole entry, looked up): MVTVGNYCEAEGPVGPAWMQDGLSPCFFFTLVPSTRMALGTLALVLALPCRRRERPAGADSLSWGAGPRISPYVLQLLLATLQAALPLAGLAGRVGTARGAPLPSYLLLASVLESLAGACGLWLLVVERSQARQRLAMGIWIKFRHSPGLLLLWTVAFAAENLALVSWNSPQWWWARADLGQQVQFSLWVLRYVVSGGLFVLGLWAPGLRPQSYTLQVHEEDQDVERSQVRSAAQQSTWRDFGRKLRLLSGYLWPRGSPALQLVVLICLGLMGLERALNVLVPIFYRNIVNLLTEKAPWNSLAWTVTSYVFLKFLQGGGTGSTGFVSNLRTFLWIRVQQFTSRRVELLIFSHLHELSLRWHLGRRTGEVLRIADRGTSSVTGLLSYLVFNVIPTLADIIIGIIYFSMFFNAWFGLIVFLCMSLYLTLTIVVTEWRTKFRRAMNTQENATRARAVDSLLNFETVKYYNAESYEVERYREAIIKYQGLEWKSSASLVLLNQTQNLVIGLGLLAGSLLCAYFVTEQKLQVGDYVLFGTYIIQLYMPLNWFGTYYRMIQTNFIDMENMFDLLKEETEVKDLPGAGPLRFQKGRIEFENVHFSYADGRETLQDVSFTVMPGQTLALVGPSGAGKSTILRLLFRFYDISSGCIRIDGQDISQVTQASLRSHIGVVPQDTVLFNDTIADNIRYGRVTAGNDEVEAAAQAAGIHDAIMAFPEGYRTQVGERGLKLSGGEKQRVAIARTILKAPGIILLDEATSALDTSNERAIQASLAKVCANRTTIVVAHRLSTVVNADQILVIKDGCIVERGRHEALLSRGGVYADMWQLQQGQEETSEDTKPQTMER
MC4R antag cAMP: antagonists of human melanocortin 4 receptor (MC4R); 0.48% of 360,000 active; MC4R-expressing cells, MTII-stimulated cAMP, LANCE TR-FRET; AID 540295; inhibition, % at 6.5 µM;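 active means inhibition above its plate's cutoff, the mean of tested wells on that plate plus 3 SD, cut at about 29% in these data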;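 further: 0% = Melanotan II alone and 100% = Melanotan II plus saturating MCL0020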
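Material – human MC4R-expressing U2OS cells · Repeats – no replicates · Detection – TR-FRET with Eu-cAMP and labeled anti-cAMP, 671 nm · Times – compound 30 min, challenge 1 h, detection 1 h · Compound – single nominal compound dose of 6.5 µM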
MC4R barr agon: human MC4R agonism via beta-arrestin | activation, % at 8.9 µM | U2OS MC4R beta-arrestin complementation, luminescence; percent of melanotan II response, DMSO zero | P32245 | 0.98% of 360,000 active;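 active means activation above a per-plate cutoff, the mean activation of sample wells on that plate plus 3 SD, cut at about 8% in these data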
Exocytosis inh: lytic granule exocytosis inhibition | TALL-104 LAMP-1 surface exposure, flow cytometry; cells stimulated with thapsigargin and PMA | inhibition, % at 10 µM | 0.66% of 360,000 active | AID 651702;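 active means inhibition above about 55%, limit read from the data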
hiPSC survival: hiPSC single-cell survival enhancement. ATPlite luminescence; 100% = ROCK inhibitor wells, 0% = DMSO. survival enhancement, % at 20 µM. 0.044% of 360,000 active. AID 602274; in the data active means survival enhancement above about 18%;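 further: cells exposed to compounds for 16 hours before the ATP read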
Numbers without * were called inactive; & = joins results of further samples.

Keys: A = HTR2A ag; B = Glyco luc inh; C = ABHD5 PLIN5 PPI; D = Cardio protect; E = aDG glyco up; F = ABCB6 inh MLPCN; G = MC4R antag cAMP; H = MC4R barr agon; I = Exocytosis inh; J = hiPSC survival
Cc1ccccc1OCCC(=O)N(CC(=O)Nc1ccccc1C(F)(F)F)Cc1ccco1
  A: 0; B: -1; C: 8; D: -5; E: -0.1; F: 96; G: -1; H: -0.3; I: 2; J: -0.4

Cc1nc2nc(SCC(=O)C(C)(C)C)[nH]c2cc1Br
  A: 1; B: 0; C: -2; D: -15; E: 0.8; F: 86; G: 1; H: -0.2; I: 12; J: 1.0

NNC(=O)c1cc(C23CC4CC(CC(C4)C2)C3)[nH]n1
  A: -5; B: -1; C: -11; D: 2; E: 0.2; F: 102; G: 0; H: 1.2; I: 0; J: -0.4

O=C1NC(=O)c2cc(NC(=O)c3cccc4ccccc34)ccc21
  A: -4; B: 2; C: 8; D: 4; E: -0.1; F: 93; G: 12; H: -0.8; I: 2; J: -1.6

CCOC(=O)c1[nH]c2ccc(OC)cc2c1NC(=O)N1CCOCC1
  A: -1; B: 0; C: -7; D: -10; E: -0.2; F: 90; G: -3; H: -1.2; I: -1; J: 2.2

CCCC(=O)N1CCN(Cc2ccc3c(c2)OCO3)CC1
  A: 8; B: 3; C: 5; D: -1; E: -0.1; F: 89; G: -5; H: -0.5; I: -2; J: -1.3

O=C(COc1ccc(C(=O)c2ccccc2)cc1)NCc1ccc(F)cc1
  A: -3; B: 29*; C: -5; D: 3; E: 0.0; F: 99; G: -2; H: 0.0; I: 2; J: -0.9

COc1ccc(S(=O)(=O)Nc2c(C(=O)O)[nH]c3ccccc23)c(OC)c1
  A: 6; B: 5; C: -4; D: 2; E: -0.1; F: 102; G: -6; H: -2.4; I: -1; J: 0.5

CCc1oc(C(=O)OC)cc1CSC(=N)N
  A: 2; B: 2; C: -1; D: 0; E: 0.8; F: 100; G: -10; H: -1.9; I: -2; J: -0.7

CCOc1ccccc1NC(=O)C1CCN(C(=O)Cc2ccccc2)CC1
  A: 0; B: 0; C: 0; D: 6; E: 0.1; F: 98; G: 11; H: -1.4; I: 4; J: 0.5

COCCn1c(SCC(=O)Nc2ccc(N3CCOCC3)cc2)nc2ccccc21
  A: 1; B: 2; C: 6; D: -3; E: 0.2; F: 95; G: -5; H: 0.7; I: -1; J: -0.6

COc1ccc(N(CC(=O)NC2CCCC2)C(=O)Cn2nnc(-c3ccc(OC)c(OC)c3)n2)cc1
  A: -1; B: -1; C: -4; D: 1; E: -0.2; F: 115; G: 10; H: -1.2; I: -4; J: -0.4

CCOC(=O)C1CCCN(C(=O)Cn2nc(C)c3c(C)n(-c4ccccc4)nc3c2=O)C1 (stereo unspecified)
  A: 5; B: 3; C: 13; D: -4; E: 9.8*; F: 100; G: 4; H: 0.5; I: 5; J: -0.6

CC(C)CNC(=O)c1ccccc1NC(=O)CCSc1ccccc1
  A: 2; B: -5; C: -3; D: -2; E: -0.3; F: 94; G: 0; H: -2.6; I: -1; J: -0.5

CC(=O)c1ccc(NC(=O)CSc2nc3ccccc3c(=O)n2CCCN2CCOCC2)cc1
  A: 4; B: 9; C: -2; D: 5; E: -0.1; F: 96; G: 2; H: -0.7; I: 2; J: 0.1

COc1ccc(-c2noc(CCC(=O)Nc3cccc(C)c3)n2)cc1
  A: -1; B: -1; C: 0; D: -28; E: 0.2; F: 97; G: 7; H: -1.3; I: 2; J: -1.4

Cc1ccc(Cl)cc1N1CCN(S(=O)(=O)c2c(C)nc3scc(C)n3c2=O)CC1
  A: -2; B: -3; C: 5; D: -2; E: 0.3; F: 95; G: -6; H: -2.0; I: -10; J: 0.8

OC(c1ccc(Cl)c(Cl)c1)c1ncc(-c2cccc(F)c2)[nH]1 (stereo unspecified)
  A: 0; B: -3; C: -6; D: -14; E: 0.9; F: 99; G: 0; H: 4.6; I: 2; J: 1.6

Cc1noc(C)c1COc1ccc(CC(=O)NCc2ccccc2)cc1
  A: 2; B: 15; C: -8; D: -16; E: -0.2; F: 98; G: -24; H: -2.5; I: 0; J: -2.4

CCC(=O)Nc1nnc(S(=O)(=O)N(CC)c2cc(C)cc(C)c2)s1
  A: 10; B: -2; C: -8; D: -4; E: 0.1; F: 99; G: 1; H: 4.2; I: 1; J: -0.1

In the list so far, these contain an aryl methoxy group.
Keys: A = HTR2A ag; B = Glyco luc inh; C = ABHD5 PLIN5 PPI; D = Cardio protect; E = aDG glyco up; F = ABCB6 inh MLPCN; G = MC4R antag cAMP; H = MC4R barr agon; I = Exocytosis inh; J = hiPSC survival
CCOC(=O)c1[nH]c2ccc(OC)cc2c1NC(=O)N1CCOCC1
  A: -1; B: 0; C: -7; D: -10; E: -0.2; F: 90; G: -3; H: -1.2; I: -1; J: 2.2

COc1ccc(S(=O)(=O)Nc2c(C(=O)O)[nH]c3ccccc23)c(OC)c1
  A: 6; B: 5; C: -4; D: 2; E: -0.1; F: 102; G: -6; H: -2.4; I: -1; J: 0.5

COc1ccc(N(CC(=O)NC2CCCC2)C(=O)Cn2nnc(-c3ccc(OC)c(OC)c3)n2)cc1
  A: -1; B: -1; C: -4; D: 1; E: -0.2; F: 115; G: 10; H: -1.2; I: -4; J: -0.4

COc1ccc(-c2noc(CCC(=O)Nc3cccc(C)c3)n2)cc1
  A: -1; B: -1; C: 0; D: -28; E: 0.2; F: 97; G: 7; H: -1.3; I: 2; J: -1.4

More structures
Keys: A = HTR2A ag; B = Glyco luc inh; C = ABHD5 PLIN5 PPI; D = Cardio protect; E = aDG glyco up; F = ABCB6 inh MLPCN; G = MC4R antag cAMP; H = MC4R barr agon; I = Exocytosis inh; J = hiPSC survival
CCOC(=O)Nc1nc(C)c(C(=O)N(C)C)s1
  A: -2; B: 1; C: 0; D: -1; E: 3.3; F: 96; G: 0; H: -1.3; I: -3; J: -0.6

O=C(CSc1ncn[nH]1)Nc1nc(-c2cccc([N+](=O)[O-])c2)cs1
  A: -7; B: 0; C: -1; D: -3; E: -0.2; F: 91; G: 2; H: -0.3; I: -4; J: 0.8

Cc1cccc(C)c1NC(=O)CCS(=O)(=O)c1cccc2nonc12
  A: 5; B: -1; C: 4; D: -3; E: 0.0; F: 98; G: 4; H: -0.2; I: -1; J: -0.4

O=C(Nc1ccccc1)N1CCN(C2c3ccccc3-c3ccccc32)CC1
  A: 12; B: -4; C: 2; D: -2; E: 0.3; F: 104; G: 21; H: 6.5; I: 2; J: -0.5

Cc1cc(C(=O)Nc2nnc(C(F)(F)F)s2)cs1
  A: -3; B: 0; C: -2; D: -8; E: 0.0; F: 96; G: 12; H: -1.5; I: -7; J: 0.2

COc1ccccc1-c1oc2ccccc2c1C#CCCCCO
  A: 1; B: 7; C: 3; D: -8; E: 0.1; F: 101; G: 7; H: -2.7; I: -1; J: 1.8

COC(=O)C1=C(N)Oc2cc(C)[nH]c(=O)c2C1c1ccccc1OC (stereo unspecified)
  A: -1; B: 3; C: 2; D: 8; E: -0.1; F: 91; G: -4; H: -0.8; I: -2; J: -0.3

CC(=O)Nc1ccc(S(=O)(=O)N2CCCC(C(=O)N3CCN(c4ccccc4)CC3)C2)cc1 (stereo unspecified)
  A: 10; B: -2; C: -5; D: -7; E: 0.4; F: 101; G: 14; H: -1.7; I: -14; J: 0.1

CCNC(=O)C(=O)Nc1cc2c3c(c1)CCC(=O)N3CCC2
  A: -1; B: 1; C: -5; D: 11; E: -0.2; F: 100; G: 4; H: -1.7; I: -7; J: -0.3

Cc1ccc2c(c1)C(c1ccc(O)cc1)(c1ccc(O)cc1)C(=O)N2C
  A: 5; B: 1; C: 0; D: 4; E: -0.6; F: 97; G: -3; H: 2.3; I: -3; J: -1.3

CN(C)S(=O)(=O)Oc1ccccc1C(=O)Nc1cccc(C(F)(F)F)c1
  A: 2; B: -3; C: -2; D: 0; E: 0.3; F: 95; G: 7; H: -1.6; I: -2; J: 3.0

COc1ccc(-c2cc(C3CCN(Cc4cccc(C(F)(F)F)c4)CC3)[nH]n2)cc1
  A: -1; B: -6; C: 3; D: -10; E: 3.5; F: 92; G: 11; H: 5.2; I: 6; J: -1.6

COc1ccc(CN2C(=O)C(CC(=O)NCc3cccc4ccccc34)CC(C(=O)N(C)C)=C2C)cc1 (stereo unspecified)
  A: -2; B: 3; C: 3; D: 9; E: -0.2; F: 98; G: 12; H: -0.9; I: 3; J: 0.4

COc1ccc(OC)c(S(=O)(=O)N2Cc3ccccc3CC2C(=O)O)c1 (stereo unspecified)
  A: -2; B: 5; C: -3; D: 4; E: -0.2; F: 96; G: -3; H: -1.7; I: -1; J: 2.2

CCC1(O)CC(C(=O)OC)=NN1C(=O)c1ccccc1 (stereo unspecified)
  A: 0; B: 2; C: 6; D: 5; E: 1.0; F: 102; G: 0; H: 4.0; I: -4; J: -1.9

COC(=O)c1ccc(N2CC3CNC(=O)C2(C(=O)OC)N3C)cc1 (stereo unspecified)
  A: 1&-2; B: 5&1; C: 9&3; D: 13&10; E: 0.0&0.0; F: 98&101; G: -4&2; H: -0.1&-2.5; I: -1&-5; J: -0.4&0.9

COc1cccc(-c2nc(CS(=O)(=O)CC(=O)NCCc3cc(OC)ccc3OC)c(C)o2)c1
  A: -1; B: 0; C: -2; D: -2; E: 0.1; F: 96; G: 4; H: -2.2; I: -1; J: 2.8

O=C(COC(=O)c1cccc(Cl)c1)Nc1cc(Cl)ccc1Oc1ccccc1
  A: -1; B: -1; C: -1; D: -11; E: 0.7; F: 98; G: 6; H: 2.1; I: 0; J: -1.7

CC(C)(C)NC(=O)C12CCC(C)(c3nc4ccccc4nc31)C2(C)C (stereo unspecified)
  A: -2; B: 0; C: -1; D: 2; E: 0.0; F: 94; G: 21; H: 0.8; I: 1; J: 2.2

Cc1cc(C)cc(NC(=O)Cc2ccc(-n3cccc3)cc2)c1
  A: -5; B: 2; C: -4; D: -7; E: -0.4; F: 98; G: 9; H: 9.7*; I: -2; J: 1.2

Cc1ccc(S(=O)(=O)N(C)c2ccc(C(=O)NCc3cccnc3)cc2)cc1
  A: -3; B: -2; C: 3; D: -3; E: -0.6; F: 106; G: 3; H: 0.9; I: 13; J: 0.6

CC(=O)Oc1ccc(C(=O)Nc2ccccc2C(=O)N2CCCCC2)cc1
  A: 8; B: 1; C: 2; D: 4; E: -0.2; F: 101; G: 0; H: -1.2; I: 4; J: 0.2

Entries of single compounds from above. Order of values: HTR2A ag, Glyco luc inh, ABHD5 PLIN5 PPI, Cardio protect, aDG glyco up, ABCB6 inh MLPCN, MC4R antag cAMP, MC4R barr agon, Exocytosis inh, hiPSC survival
Cc1ccc(S(=O)(=O)N(C)c2ccc(C(=O)NCc3cccnc3)cc2)cc1 is entered as -3, -2, 3, -3, -0.6, 106, 3, 0.9, 13, 0.6
COc1ccc(OC)c(S(=O)(=O)N2Cc3ccccc3CC2C(=O)O)c1 (stereo unspecified) is entered as -2, 5, -3, 4, -0.2, 96, -3, -1.7, -1, 2.2

Screens as filed in PubChem BioAssay.
